DNMT1 inh: inhibitors of human DNMT1; P26358; DNMT1 molecular beacon, Hinp1I cleavage, fluorescence; inhibition (reported as % activation of signal), % at 10 µM; 360,000 tested, 0.83% active; AID 588458; in the data active = inhibition above about 50%
Tb MetRS inh: blocks T. brucei methionyl-tRNA synthetase activity. purified T. brucei MetRS, ATP depletion, Kinase-Glo luminescence. inhibition, % at 11.9 µM. 360,000 tested, 0.4% active;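 active = inhibition above a per-plate cutoff of the control wells' mean inhibition plus 3 SD, cut at about 5.5% in these data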;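 also: 0% = DMSO wells median and 100% = median of wells with control inhibitor compound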
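Dosing: 11.9 µM single point; system: parasite MetRS enzyme; technique: luminescence of leftover ATP; times: 15 min enzyme-compound preincubation, 2 h reaction, 10 min detection, 25 °C; replicates: each compound tested once; read-out basis: percent inhibition relative to median high and low control wells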
SUMO1 PPI mod: SUMO1-SIM interaction modulation; P63165; SUMO1 binding to a labelled peptide, TR-FRET, 1 h; inhibition, % at 20 µM; 360,000 tested, 0.33% active; AID 602429; in the data active = inhibition above about 37%
CSN deneddyl inh: inhibitors of human CSN-mediated cullin deneddylation; Q92905; Purified CSN, SCF-Nedd8-OG deneddylation, fluorescence polarization; inhibition, % at 12.5 µM; 360,000 tested, 0.38% active;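 active = pattern-corrected inhibition above about 35%, with an unprinted fluorescence ratio check between 0.5 and 1.5, limit read from the data, passing the limit was not always enough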;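 also: 0% = enzyme with substrate and 100% = substrate without enzyme; some results filed as inactive read as strong as hits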
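assay system = purified human Csn5 enzyme expressed in HEK293T cells | amount = 0.24 nM enzyme | buffer or medium = Tris/NaCl/DTT buffer, pH 7.5 | reagent = 10 nM SCFSkp2-Nedd8OG | compound = one concentration, 12.5 µM, 0.25% DMSO | times = 90 min reaction at room temperature | signal = FP | read-out basis = % inhibition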
STEP block: STEP (human) phosphatase inhibition | P54829 | recombinant STEP, OMFP fluorogenic substrate, fluorescence | inhibition, % at 20 µM | 360,000 tested, 0.25% active;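 active = inhibition at 20 µM, scaled per plate between control wells, above about 37%, limit read from the data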;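 also: 0% = DMSO with enzyme and substrate and 100% = substrate only without enzyme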
Target sequence (P54829 whole entry, looked up): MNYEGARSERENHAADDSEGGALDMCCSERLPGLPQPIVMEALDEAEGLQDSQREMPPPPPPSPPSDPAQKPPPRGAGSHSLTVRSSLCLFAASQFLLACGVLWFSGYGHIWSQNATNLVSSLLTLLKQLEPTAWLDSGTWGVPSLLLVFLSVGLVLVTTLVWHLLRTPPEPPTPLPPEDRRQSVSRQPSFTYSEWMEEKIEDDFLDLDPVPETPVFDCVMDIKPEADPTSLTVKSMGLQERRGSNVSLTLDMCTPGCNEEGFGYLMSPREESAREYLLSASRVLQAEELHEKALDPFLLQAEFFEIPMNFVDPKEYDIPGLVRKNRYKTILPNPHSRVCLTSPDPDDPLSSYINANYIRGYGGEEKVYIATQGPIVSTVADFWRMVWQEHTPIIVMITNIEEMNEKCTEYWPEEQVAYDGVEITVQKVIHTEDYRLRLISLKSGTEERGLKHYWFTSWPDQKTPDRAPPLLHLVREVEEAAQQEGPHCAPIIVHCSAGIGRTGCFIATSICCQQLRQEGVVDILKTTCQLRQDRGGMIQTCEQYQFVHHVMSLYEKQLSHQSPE
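System: STEP phosphatase, cell-free reaction; Buffer or medium: Bis-Tris pH 6.0 buffer with DTT, detergent; Incubation: 20 min at room temperature, dark; Measured by: fluorescence, 480/540 nm.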
LMPTP inh: LMPTP (human) inhibition; 360,000 tested, 0.22% active; recombinant LMPTP-A, OMFP fluorogenic substrate, fluorescence intensity; inhibition, % at 20 µM;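 active = compounds that cut the enzyme signal by at least half of the control window in the single-dose screen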;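 also: plate controls were DMSO wells with enzyme plus substrate for no effect and substrate without enzyme for full effect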
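Test system: LMPTP-A phosphatase enzyme. Amount: LMPTP-A at 0.625 nM final in the reaction. Reagent: OMFP substrate, 400 µM final. Times: 50 min at room temperature. Signal: endpoint fluorescence intensity from OMFP dephosphorylation. Read-out basis: % inhibition. Benchmarks: no-enzyme and uninhibited controls.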
NadD block: NadD (S. aureus) enzyme inhibition. purified NadD enzyme, colorimetric absorbance read-out. inhibition, % at 20 µM. 360,000 tested, 0.78% active. AID 602399; in the data active = inhibition above about 26%; also: some compounds past the cut are filed as inactive
Scp-1 inhibitor: blocks human Scp-1 phosphatase activity; Q9GZU7; Recombinant Scp1, phosphopeptide, malachite green phosphate absorbance; inhibition, % at 20 µM; 340,000 tested, 0.88% active; AID 493091;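 active = inhibition above about 50% at 20 µM, limit read from the data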;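 also: plate controls were DMSO wells with enzyme for no effect and wells lacking enzyme for full effect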
Target sequence (Q9GZU7 76-261 limits assumed): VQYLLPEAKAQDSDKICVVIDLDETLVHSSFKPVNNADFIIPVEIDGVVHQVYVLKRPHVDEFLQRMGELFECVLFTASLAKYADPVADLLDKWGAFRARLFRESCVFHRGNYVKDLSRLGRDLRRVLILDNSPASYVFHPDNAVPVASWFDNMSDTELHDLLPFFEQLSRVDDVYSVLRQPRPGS
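System: truncated SCP-1 phosphatase (76-261aa); medium: Tris acetate buffer pH 5.5 with MgCl2 and Tween-20; incubation: 45 min room-temperature reaction, 5 min colour, 30 min stabiliser; compound: single 20 µM dose, 1% DMSO; reagent: Phosphorylated 17-residue peptide substrate; read-out: % inhibition at 20 µM; technique: colorimetric free-phosphate detection, absorbance 630 nm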
MsrA inh: inhibitors of bovine MsrA | purified bovine MsrA, absorbance read-out | inhibition, % at 15.5 µM | 360,000 tested, 0.75% active; in the data active = inhibition above about 4.5%;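 also: 0% = vehicle wells with enzyme and 100% = reference inhibitor wells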
Rpn11 inh: Rpn11 (human) deubiquitinase inhibition; O00487; human 26S proteasome, Ub4-pepOG fluorescence polarization; 20S core pre-blocked with epoxomicin; calls only at 20 µM; 360,000 tested, 0.59% active; AID 588493;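 active = inhibition at 20 µM, scaled to each plate's controls, above about 33%, limit read from the data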
Target sequence (O00487 whole entry, looked up): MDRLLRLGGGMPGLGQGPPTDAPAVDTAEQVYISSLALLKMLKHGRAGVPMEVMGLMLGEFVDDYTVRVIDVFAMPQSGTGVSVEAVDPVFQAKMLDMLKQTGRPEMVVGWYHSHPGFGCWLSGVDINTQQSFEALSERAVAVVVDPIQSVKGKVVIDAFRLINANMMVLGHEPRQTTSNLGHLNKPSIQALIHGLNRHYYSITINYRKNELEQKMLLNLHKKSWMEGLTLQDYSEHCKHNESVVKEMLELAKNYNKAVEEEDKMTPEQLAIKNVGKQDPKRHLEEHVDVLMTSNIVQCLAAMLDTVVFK
The depositor's hits bear a star; i = inactive; / = not tested or not shown.

SMILES	DNMT1 inh	Tb MetRS inh	SUMO1 PPI mod	CSN deneddyl inh	STEP block	LMPTP inh	NadD block	Scp-1 inhibitor	MsrA inh	Rpn11 inh
CC1=CC(C)(C)[N+](C)=CN1c1ccccc1	0	0.5	0	0	-8	0.1	13	9	-0.2	i
O=C(Nc1ccc(-c2nc3cc(NC(=O)c4cccs4)ccc3o2)cc1)c1cccs1	45	1.2	13	14	-1	-0.3	9	-4	0.4	i
CCC(C)[C@H]1COCCS(=O)(=O)N1Cc1ccc(C)cc1 (some centres not stated)	-2	-0.2	6	5	-2	-1.4	-1	2	0.8	i
N#CCOC(=O)[C@H](Cc1ccccc1)N1C(=O)c2ccccc2C1=O	3	-2.2	2	4	0	1.2	-7	-11	0.2	i
O=S(=O)(NCc1ccc2c(c1)OCO2)c1ccc(F)c(F)c1	3	-2.4	4	2	0	-2.5	-1	6	-1.7	i
CCOc1ccc(Cl)cc1/C=N/NC(=O)c1ccccc1	-3	-1.0	3	-4	9	2.5	3	-1	2.6	i
COc1cc(C2c3c(oc4ccccc4c3=O)C(=O)N2c2nccs2)ccc1O (configuration not stated)	-4	-0.6	-22	1	-3	3.6	4	0	1.1	i
COCCn1c(SCC(=O)NC2CCCC2)nc2ccccc2c1=O	3	0.0	0	1	-2	-0.7	-2	-1	-0.1	i
O=C(NCc1cccnc1)C(=O)NCC1OCCCN1S(=O)(=O)c1ccccc1 (configuration not stated)	2	-0.3	1	-7	2	-2.1	-2	-7	-0.7	i
COC(=O)c1ccccc1NC(=O)n1cc(C)cn1	10	0.5	2	4	-2	-1.8	1	-9	-1.2	i
COc1ccc2ccccc2c1/C=N/NC(=S)Nc1cc(S(=O)(=O)N2CCOCC2)ccc1N1CCOCC1	-10	-0.7	-4	0	3	0.7	20	-10	1.3	i
CNC(=O)c1cc(C(=O)c2ccc(Cl)cc2)c[nH]1	-1	-0.8	2	3	-2	-0.9	-1	-2	1.5	i
Cc1cc(OCC(=O)N2CCC(C(N)=O)CC2)c2c(C)c(C)c(=O)oc2c1	3	-1.0	-6	0	1	-1.4	6	4	/	i
CCCc1cc(=O)n2c(nc3ccccc32)[nH]1	2	2.4	1	6	-3	0.1	3	5	-0.1	i
Cc1cc(C)c2cc(C#N)c(NCCOC(=O)c3ccccc3C)nc2c1	-4	-0.6	-9	-1	2	1.9	4	1	2.5	i
O=C(O)Cc1cn(-c2ccccc2)nc1-c1ccccc1	-2	-0.3	1	-6	-2	-0.8	-13	-10	1.8	i
Cc1nn(CC(=O)NCCCN2CCCCC2)c(=O)c2cccn12	2	-0.7	1	1	-2	-1.7	-2	-7	0.3	i
COC(=O)c1ccc(C2/C(=C(/O)c3ccc(OC)cc3)C(=O)C(=O)N2CC2CCCO2)cc1 (configuration not stated)	0	0.0	-12	1	3	1.9	3	0	-1.6	i
COc1ccc(NS(=O)(=O)c2ccc(O)c(C(=O)OCC(=O)N3CCCCC3)c2)cc1	4	-0.1	10	-3	-2	-0.3	-5	-4	1.0	i
Cc1cc(C(=O)NCc2ccc(S(N)(=O)=O)cc2)cs1	2	0.4	-1	-1	2	0.6	-5	1	0.9	i
C/C(=N\Nc1nc(-c2ccccc2)cs1)c1cccs1	-23	-0.9	-12	-1	1	2.1	12	5	0.9	i
CCc1cccc(C)c1NC(=S)NCC(c1cccnc1)N1CCOCC1 (configuration not stated)	1	-0.1	-3	-12	-4	-2.6	7	-9	0.8	i
COc1cccc(CN2CCNC(=O)C2CC(=O)NCCN2CCCCC2=O)c1 (configuration not stated)	-2	-0.2	-7	2	-3	-2.8	-9	6	-0.4	i
N#CCCN(C(=O)CN1C(=O)NC2(CCCC2)C1=O)c1ccccc1F	-1	-0.5	0	0	-1	0.1	-3	20	-1.3	i
COc1ccc(OCC(O)CN2CCN(c3ccc(Cl)cc3)CC2)cc1 (configuration not stated)	0	0.4	6	-3	1	2.2	-8	-1	0.8	i
O=C(CSc1nnc(NC(=O)C2CC2)s1)Nc1ccc(F)cc1F	-1	-0.4	6	-1	-3	0.4	1	-8	-0.2	i
Cc1ccc2nc(-c3ccc(O)c(O)c3)cn2c1	13	-1.4	7	6	0	17	-2	3	-0.3	i
CC(=O)C1(C)OC(N)=C(C#N)C(c2ccccc2)C1(C#N)C#N (configuration not stated)	-6	-0.8	-3	-3	-3	-1.7	9	-4	0.2	i
C#CCOc1ccc(C2C3=C(CC(C)(C)CC3=O)N(CC(=O)O)C3=C2C(=O)CC(C)(C)C3)cc1OC	-6	-0.6	-2	0	-2	-1.3	0	-4	0.1	i
O=C(O)CN=CC1=C(O)CC(c2ccccc2)CC1=O (configuration not stated)	-1	-0.7	-10	4	-1	-0.5	-1	-4	-0.4	i

Given field by field: entries from further up.
O=C(Nc1ccc(-c2nc3cc(NC(=O)c4cccs4)ccc3o2)cc1)c1cccs1
- DNMT1 inh = 45
- Tb MetRS inh = 1.2
- SUMO1 PPI mod = 13
- CSN deneddyl inh = 14
- STEP block = -1
- LMPTP inh = -0.3
- NadD block = 9
- Scp-1 inhibitor = -4
- MsrA inh = 0.4
- Rpn11 inh = i

CCC(C)[C@H]1COCCS(=O)(=O)N1Cc1ccc(C)cc1 (some centres not stated)
- DNMT1 inh = -2
- Tb MetRS inh = -0.2
- SUMO1 PPI mod = 6
- CSN deneddyl inh = 5
- STEP block = -2
- LMPTP inh = -1.4
- NadD block = -1
- Scp-1 inhibitor = 2
- MsrA inh = 0.8
- Rpn11 inh = i

N#CCOC(=O)[C@H](Cc1ccccc1)N1C(=O)c2ccccc2C1=O
- DNMT1 inh = 3
- Tb MetRS inh = -2.2
- SUMO1 PPI mod = 2
- CSN deneddyl inh = 4
- STEP block = 0
- LMPTP inh = 1.2
- NadD block = -7
- Scp-1 inhibitor = -11
- MsrA inh = 0.2
- Rpn11 inh = i

O=S(=O)(NCc1ccc2c(c1)OCO2)c1ccc(F)c(F)c1
- DNMT1 inh = 3
- Tb MetRS inh = -2.4
- SUMO1 PPI mod = 4
- CSN deneddyl inh = 2
- STEP block = 0
- LMPTP inh = -2.5
- NadD block = -1
- Scp-1 inhibitor = 6
- MsrA inh = -1.7
- Rpn11 inh = i

The list goes on:
SMILES	DNMT1 inh	Tb MetRS inh	SUMO1 PPI mod	CSN deneddyl inh	STEP block	LMPTP inh	NadD block	Scp-1 inhibitor	MsrA inh	Rpn11 inh
O=C(NCCC(=O)N1CCCCC1)c1ccc(Br)cc1	2	-0.4	-3	3	-2	-0.2	-4	-10	1.8	i
CCN(CC)C(=O)Cn1cnc2sc(C(=O)N3CCN(c4ccc(OC)cc4)CC3)c(C)c2c1=O	1	-1.4	-6	2	-4	-1.0	-1	-1	0.9	i
CCOC(=O)N1CCC(NCCNC(=O)c2ccc(F)cc2)CC1	4	0.1	3	-5	-1	-0.1	0	2	0.6	i
O=C(COc1cc(Cl)ccc1Cl)Nc1nnc(C2CC2)s1	2	-0.2	1	-2	-4	-0.6	2	-4	0.4	i
C[C@H](NC(=O)c1nc[nH]c1C(=O)NCc1ccccc1)C(=O)OC(C)(C)C	11	-0.4	4	-1	1	-0.7	2	-2	-0.5	i
COCCn1nnnc1C(c1cc2ccc(OC)cc2[nH]c1=O)N1CCc2ccccc2C1 (configuration not stated)	-8	0.1	-22	8	2	-1.0	5	-4	1.6	i
O=C(C(=O)N1CCN(C(=O)OCc2ccccc2)CC1)c1cccs1	/	-0.1	2	4	/	-0.9	/	/	0.6	/
Cc1nnnn1/C(=C\c1ccccc1)C(=O)OCC(=O)N(C)C1CCS(=O)(=O)C1 (configuration not stated)	2	-0.2	1	3	5	-0.6	7	1	/	i
O=C(O)CCC(NC(=O)c1cncc(O)c1)C(=O)O (configuration not stated)	4	0.1	3	-2	0	-1.8	0	0	0.7	i
O=C(/C=C/c1ccco1)N(Cc1ccc(F)cc1)C1CCS(=O)(=O)C1 (configuration not stated)	-1	-0.6	-8	-7	0	3.9	-5	-4	0.4	i
COC(=O)C(NC(=O)c1ccc(F)cc1)(Nc1nc(C)cs1)C(F)(F)F (configuration not stated)	-1	-0.1	4	1	0	-1.1	-12	-20	-0.3	i
COc1ccc([N+](=O)[O-])cc1N(CC(O)CN1C(=O)NC(C)(C)C1=O)S(=O)(=O)c1ccccc1 (configuration not stated)	-1	-1.0	-7	-3	-4	-0.5	-3	-8	1.2	i
CCC(=O)n1nc(-c2ccc(OC)cc2)nc1N	1	-1.1	0	2	0	0.6	-4	4	-0.5	i
CCOc1ccc(-c2nnn(CC(=O)Nc3cc(OC)ccc3OC)n2)cc1OCC	4	-1.6	3	0	0	0.3	1	-4	-0.2	i
COc1cc(-c2c(C#N)c(N)nc3c2CCCC3)cc(OC)c1OC	-2	-0.3	8	-3	9	-1.3	6	-2	1.6	i
Cc1cccc(/N=C/C2=C(O)CC(C)(C)CC2=O)n1	2	0.0	1	0	1	-2.2	4	-10	1.0	i
CC1(C2CC2)NC(=O)N(CC(=O)NCC(=O)Nc2ccc(F)c(F)c2F)C1=O (configuration not stated)	1	-0.3	3	-3	-4	-0.5	-6	-8	0.6	i
COc1cc2c(cc1OC)C1(CCCC1)CNC2c1cccc([N+](=O)[O-])c1 (configuration not stated)	-4	-0.3	-8	-4	0	-1.6	-3	5	-0.5	i
Cc1ccc2nc(SCc3cccc([N+](=O)[O-])c3)nc(C)c2c1	-3	-0.4	-6	5	2	3.7	2	-3	-0.4	i
Cc1cc(=O)n2c(n1)NC(Nc1cccc(C)c1C)=NC2c1ccc(F)cc1 (configuration not stated)	-1	0.0	-2	0	-1	1.0	-4	-4	1.1	i
CN1C[C@H]2CON(C)[C@H]2C[C@H]1c1cccc(-c2ccc(C#N)cc2)c1	0	-0.8	2	-2	-3	-2.3	4	12	-1.1	i
CC1=C(C(N)=O)C(c2ccccn2)n2nc(SCc3ccccc3Cl)nc2N1 (configuration not stated)	-4	0.7	2	1	0	-1.4	-3	-1	0.6	i
O=C(O)c1ccccc1-c1ccccc1C(=O)NNc1ccc([N+](=O)[O-])cc1	0	0.5	-6	0	0	-2.3	0	-5	0.9	i
COc1cc(CNC(=O)c2cc3ccccc3oc2=O)cc(OC)c1OC	-1	-0.5	-26	-1	0	0.4	4	-4	0.3	i
CC(C)NC(=O)CN(C(=O)CCC(=O)Nc1nccs1)c1ccc(C(C)C)cc1	2	-0.5	0	2	-4	0.8	1	3	0.4	i
C=CCn1c(Sc2ccccc2)nc2c1c(=O)[nH]c(=O)n2C	0	0.3	0	5	3	-0.4	-8	-2	0.1	i
COc1ccc(F)cc1S(=O)(=O)Nc1cccc(C(=O)O)c1	3	-0.7	-1	-6	-6	-2.6	-2	-2	-0.5	i
Cc1ccc(OCCn2cc(C#N)c3ccccc32)cc1	-2	-0.3	2	-1	0	2.3	9	-9	-0.3	i

Compound activity from PubChem BioAssay.
